Bioassay records: PubChem, National Center for Advancing Translational Sciences (NCATS)
12-LOX inh: ALOX12 (human) lipoxygenase inhibition; Potency, µM (doses to about 108 µM), without a hit: top-dose activity change, negative = inhibition, hits mostly inhibitors; P18054; actives 1.1% (n = 580,000); purified 12hLO, xylenol orange hydroperoxide absorbance; active = well fitted inhibition curve with a large enough effect; inconclusive = small, poorly fitted or top-dose-only effect, or another doubt; inactive = no such curve, though single readings can be large or run the other way
Target sequence (P18054 whole entry, looked up): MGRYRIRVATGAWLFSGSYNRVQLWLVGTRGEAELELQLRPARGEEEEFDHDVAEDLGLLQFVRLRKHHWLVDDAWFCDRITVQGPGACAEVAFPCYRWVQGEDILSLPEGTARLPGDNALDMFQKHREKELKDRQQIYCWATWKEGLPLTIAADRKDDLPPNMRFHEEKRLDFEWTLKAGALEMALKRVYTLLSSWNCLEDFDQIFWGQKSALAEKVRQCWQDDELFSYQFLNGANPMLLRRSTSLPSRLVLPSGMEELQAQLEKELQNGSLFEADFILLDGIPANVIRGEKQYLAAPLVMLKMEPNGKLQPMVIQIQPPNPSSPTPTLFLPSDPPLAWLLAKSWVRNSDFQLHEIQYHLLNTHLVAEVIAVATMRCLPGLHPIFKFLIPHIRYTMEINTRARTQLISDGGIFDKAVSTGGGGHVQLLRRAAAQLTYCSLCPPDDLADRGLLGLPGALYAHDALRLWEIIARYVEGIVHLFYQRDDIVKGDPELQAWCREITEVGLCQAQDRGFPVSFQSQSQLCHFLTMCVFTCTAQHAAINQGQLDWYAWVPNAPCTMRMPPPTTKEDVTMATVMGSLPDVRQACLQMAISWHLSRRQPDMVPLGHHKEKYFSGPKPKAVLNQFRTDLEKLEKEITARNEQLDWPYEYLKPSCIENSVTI
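Purified human 12hLO at 150 nM in 25 mM Hepes, 0.01% Triton X-100, pH 7.0, preincubated 15 min at room temperature with compound. Reaction started with 40 uM arachidonic acid, 30 min at room temperature. Hydroperoxide measured by Fe-xylenol orange, 573/405 nm absorbance ratio.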
* hit, by the source's call; u = inconclusive; [ ] = dose if it differs, or a comment. % is set by controls: 0 for no effect and ±100 for the full control effect; potency is the fitted concentration of half-maximal effect. This is a subset; count on the stated rates, not on these rows.

structure	12-LOX inh
O=C1NCCCCCCN(S(=O)(=O)c2cccs2)[C@H]2CCC[C@@H]12	7%
CCOc1ccc(C(=O)NC2CCN(c3cc(-c4ccc(OC)cc4)[nH]n3)CC2)cc1OCC	3%
CC(C)C(C)NC(=O)CCC(=O)c1ccc2c(c1)CCCC2 (stereo unspecified)	11%
CC(C(=O)N1CCc2ccccc2C1)N(C)CC(=O)Nc1ccccc1C(F)(F)F (stereo unspecified)	-2%
O=C(O)CCCC(=O)N1Cc2ccccc2CC2(CCCN(CC3CCCC3)C2)C1 (stereo unspecified)	0%[6.33 µM]
Cc1ccoc1C(=O)N1C[C@@H](CO)[C@H](c2nc(C3CC3)no2)C1	9%
Cc1cccc2cc(CN(CC3CCCO3)C(=O)C3CC3)c(N(C)C)nc12 (stereo unspecified)	20%
CC(C)NC(=O)N1Cc2ccccc2OC2(CCN(C(=O)c3ccc4[nH]ccc4c3)CC2)C1	9%[6.33 µM]
Cc1nc(N2CCC(NC(=O)c3cccc4[nH]ccc34)CC2)cc(C(F)(F)F)n1	2%
COc1ccc(F)c(CN2C[C@@H](C(=O)O)C[C@@H](C(=O)NCc3ccccn3)C2)c1	89%[activator]
COc1ccc(S(=O)(=O)Nc2ccc(Nc3nc(C)cc(N(C)C)n3)cc2)cc1C	u
COC[C@@H]1CN(Cc2ccc(C)cn2)C[C@H]1C(=O)N(C)C	106%[activator]

3 compounds out of the list above, ordered by their value in 12-LOX inh, largest number first.
structure	12-LOX inh
Cc1ccoc1C(=O)N1C[C@@H](CO)[C@H](c2nc(C3CC3)no2)C1	9%
CCOc1ccc(C(=O)NC2CCN(c3cc(-c4ccc(OC)cc4)[nH]n3)CC2)cc1OCC	3%
Cc1nc(N2CCC(NC(=O)c3cccc4[nH]ccc34)CC2)cc(C(F)(F)F)n1	2%

The main list resumes with the 3 entries that preceded the break.
structure	12-LOX inh
COc1ccc(F)c(CN2C[C@@H](C(=O)O)C[C@@H](C(=O)NCc3ccccn3)C2)c1	89%[activator]
COc1ccc(S(=O)(=O)Nc2ccc(Nc3nc(C)cc(N(C)C)n3)cc2)cc1C	u
COC[C@@H]1CN(Cc2ccc(C)cn2)C[C@H]1C(=O)N(C)C	106%[activator]
COc1ccc(-c2oc3c(c2C#CC(C)(C)O)C(OC)CCC3)cc1 (stereo unspecified)	u
CN(C)C[C@@H]1CN(c2ncccn2)C[C@H]1NC(=O)Cc1c[nH]c2ccccc12	7%
CCOCCOC(=O)COc1ccc2c(=O)c(Oc3cc(C)c(Cl)c(C)c3)coc2c1	u
O=C(CCc1nc2ccccc2[nH]1)N1C[C@@H](CO)[C@H](c2ccccn2)C1	29%
Cc1cc(C)cc(NS(=O)(=O)c2ccc(-c3cnc(C)o3)cc2)c1	8%
COc1ccc(NC(=O)Cn2cccc2-c2nc(-c3ccc4c(c3)OCO4)no2)cc1OC	-5%
CCC(=O)Nc1ccc2oc(-c3ccc(OC)c(Br)c3)nc2c1	-6%
COC(=O)[C@H](CC(C)C)N(Cc1cn(CC2CCCCC2)nn1)S(=O)(=O)c1ccc(F)cc1Br	10µM*
COc1ccc(Nc2nc(-c3c(C)noc3C)cc3cc(CN(C)C)oc23)cn1	u
O=C(NCc1ccco1)c1nn(Cc2ccccc2)c(=O)c2ccccc12	-12%
O=C(C(=O)N1CCC(CNC(=O)c2ccccc2F)CC1)c1cc2ccccc2o1	4%
CCC(=O)N1CCN(c2nc3c(s2)CC(C(=O)Nc2ccc4c(c2)OCO4)CC3)CC1 (stereo unspecified)	-4%

(cont.)
structure	12-LOX inh
O=C(NCc1ccncc1)C1Cn2cccc2C(=O)N1Cc1ccccc1 (stereo unspecified)	15%
O=C(c1cccc2[nH]ccc12)N1CCC2(CC1)N(Cc1cccc(F)c1)C(=O)CS2=O (stereo unspecified)	40%[activator]
Cc1cc2nc(/C(C#N)=C/c3cccc(C(F)(F)F)c3)[nH]c2cc1C	-13%
CN1c2cc(C(=O)N3CCc4ccccc4C3)ccc2C(=O)N2CCCCC21 (stereo unspecified)	0%
C[C@@H]1CN(C(=O)c2ccn(C(C)(C)C)c2)CC[C@@]1(O)C1CCOCC1	39%[activator]
O=C(CCn1ccn2nc3c(c2c1=O)CCCC3)Nc1ccc(Cl)c(C(F)(F)F)c1	-1%
CCc1nc(C)cc(-c2cc(OC)c(OC)c(OC)c2)n1	-3%
CC(C)c1noc(-c2ccn3c(CNC(=O)c4ccc(F)cc4Cl)nnc3c2)n1	7%
Cc1cc(C)c(NC(=O)CSc2nnc(C)n2C)c(Cl)c1	13%
O=C(NCc1ccccc1F)c1ccc2c(c1)CN(Cc1cccc(F)c1F)CCO2	24%
COc1cccc(-c2nnn(CC(=O)N3CCC(c4nc5ccccc5s4)CC3)n2)c1	3%
CN1CCN(c2cccc(Nc3nc4c(-c5ccc(S(C)(=O)=O)cc5)cccn4n3)c2)CC1	-14%[57.4 µM]

The list continues:
structure	12-LOX inh
Cc1ccc(Cl)cc1NC(=O)CCNC(=O)CCC(=O)c1cccs1	u
CC(C)C(C)NC(=O)CSc1nc2ccccc2c(=O)n1C1CCCC1 (stereo unspecified)	13%
COc1cccc(CN[C@@H]2CCC[C@@H](C(=O)N(C)Cc3cccnc3)CC(=O)N(C)C2)c1	33%
CCN(Cc1ccc(OC)c(F)c1)C(=O)COC(=O)c1nn(CC)c(=O)c2ccccc12	3%
C#CCN(C)Cc1nc(C2(O)CCN(CC3CCCCC3)CC2)cs1	36%[activator][176 µM]
COc1ccc(-c2cc(C[C@@H]3CC[C@H](O)[C@@H](CNCc4cccc(Cl)c4)O3)no2)cc1	14%
Cc1cnc(C(=O)Nc2ccc(NC(=O)c3cccc(S(C)(=O)=O)c3)c(Cl)c2)cn1	-49%
Cc1cccc(C)c1NC(=O)CC12CCCN1CCC2	-2%[22.9 µM]
CCC(=O)Nc1cccc(OCC(=O)NCc2sc(C)nc2CC)c1	33%
CCCCCCCCCCCCNC(=O)Nc1ccc(Cl)cc1	-7%
CCCN1CCCC2(CCN(Cc3cnc(N4CCOCC4)s3)C2)C1=O (stereo unspecified)	35%
COc1cc(C)c(CN2CCc3nnc(C(C)NC(=O)c4cccnc4)n3CC2)cc1C (stereo unspecified)	4%

(next part)
structure	12-LOX inh
CN1CCOC[C@H]2CCN(C(=O)c3ccsc3)C[C@H]21	76%[activator]
Cc1ccc(OCCN)cc1C	14%
O=C(c1ccncc1)N1CCC(c2nc(-c3cccnn3)no2)CC1	28%
COc1ccc(NC(=O)CC2CCCCN(C)C2=O)c(OC)c1 (stereo unspecified)	10%
CCN(CC)CCN1C(=O)C(O)=C(C(=O)c2sc(C)nc2C)C1c1ccc(C(=O)OC)cc1 (stereo unspecified)	u
N#Cc1c(NC(=O)CSc2nc3ccccc3[nH]2)sc2c1CCC2	u
CCCOc1cccc(C2c3c(-c4c(C)cc(C)cc4O)n[nH]c3C(=O)N2CCO)c1 (stereo unspecified)	-1%
COc1cccc(Nc2ccc3c(n2)C(C)(C(=O)NCC2CC2)CN(C)C3)c1 (stereo unspecified)	37%[activator][176 µM]
Cc1cnc(CCNC(=O)Cn2c(=O)oc3ccccc32)n1C1CC1	23%
O=C(C[C@@H]1CCNC[C@@H]1Cc1cc(CC2CCCCC2)on1)N1CCC(Cc2ccccc2)CC1	-16%
CC(C)C(=O)Nc1ccc(NC(=O)c2nccnc2N)cc1	u
Cn1cc([C@@H](NC(=O)c2ccc3c(c2)CCCC3)C2CC(O)C2)cn1 (stereo partly specified)	21%

Next part:
structure	12-LOX inh
O=C(c1ccccc1F)N1CCc2nc(-c3ccc(Cl)cc3)nc(-c3ccccc3)c2C1	-7%
CCC(C)NC(=O)/C(C)=C/c1ccccc1 (stereo unspecified)	-31%
NCCCS(N)(=O)=O	12%
CCOC(=O)c1ccccc1NC(=O)Cn1nc2n(c1=O)CCCCC2	8%
Cc1ccc(S(=O)(=O)NCc2ccccc2NS(=O)(=O)c2ccc(C)cc2)cc1	u
COc1ccc(/C=C/CN2CCC(CCC(=O)Nc3ccccc3Cl)CC2)cc1	12%
O=C(C(=O)N1CCC(CNS(=O)(=O)c2ccc(OC(F)(F)F)cc2)CC1)c1cc2ccccc2o1	-11%
O=C(O)COc1ccc(/C=C2/NC(=O)NC2=O)cc1Cl	-48%
O=C(c1ccccc1)N1CC[C@H](c2nnc(Cc3ccccc3)o2)C1	49%[activator][176 µM]
CC(C)C(=O)Nc1ccc(C2OC(=O)N(Cc3ccc(F)cc3)C2C(=O)NC2CC2)cc1 (stereo unspecified)	-6%
CC(C)N(C(=O)COC(=O)c1n[nH]c(=O)c2ccccc12)C1CCCCC1	0%
Cc1ccc(C(=O)N2CCC(c3noc(C4CC4)n3)C2)cn1 (stereo unspecified)	10%

Further structures follow:
structure	12-LOX inh
N#Cc1cc([N+](=O)[O-])ccc1NC(=O)COC(=O)CC12CC3CC(CC(Br)(C3)C1)C2	-2%
CCNc1c(NC(=O)NCCCOC)c(=O)oc2ccccc12	-6%
COc1ccc(CNC(=O)O[C@H]2COCCN(c3nc4ccccc4o3)C2)cc1	1%[176 µM]
CC(C)Sc1ccc(C(=O)NCC(O)c2ccccc2)cc1 (stereo unspecified)	u
Cc1c(C(=O)N2CCCn3nc(C(C)O)cc3C2)sc2nc[nH]c(=O)c12 (stereo unspecified)	17%
CN(Cc1cnn(-c2ccccc2)c1)Cc1cc2ccccc2[nH]c1=O	77%[activator]
O=C(N[C@@H]1CCOC[C@H]1OCCO)c1cccc(-c2ccco2)c1	0%
CCC1=C(C(=O)OC)C(c2ccccc2F)N2C(CC(=O)NCCc3cccs3)=CSC2=N1 (stereo unspecified)	45%
CN(Cc1ccccc1)Cc1cn([C@H]2CO[C@H]3[C@@H]2OC[C@@H]3NS(=O)(=O)c2cccc3cccnc23)nn1	60%[activator]
O=C(O)c1cc(-c2ccc[nH]2)nc2ccccc12	u
Cc1ccc(Cl)cc1NC(=O)Cn1cccc1-c1nc(-c2ccc(F)cc2)no1	u
Cc1cccc(CNC(=O)c2nnn3cc(C)[nH]c(=O)c23)c1	39%[activator]

More results.
structure	12-LOX inh
O=C(NCC1CCN(c2cc(-c3ccc(Cl)cc3)[nH]n2)CC1)c1ccc2nc[nH]c2c1	-2%
O=C(Nc1ccccn1)c1cc(-c2ccncc2)nc2ccccc12	5%
COCc1nncn1C1CCN(S(=O)(=O)c2ccc(F)c(F)c2)CC1	-3%
COCCCNC(=O)C(NC(=O)c1ccc(C)cc1)C1CCN(C(=O)c2ccccc2C)CC1 (stereo unspecified)	6%
COC(=O)c1ccc(N2CC3=C(C2=O)C(c2ccccc2)NC(=O)N3C)cc1 (stereo unspecified)	u
COC(=O)c1ccc(CNCc2ccccc2)o1	-8%
O=C1CC(c2ccccc2)N(C(=O)CNC(=O)Cn2ccnc2)CCCCCN1 (stereo unspecified)	25%
COCCNC(=O)CC1Sc2ncccc2N(CC(C)C)C1=O (stereo unspecified)	-23%
Cc1ncsc1CN1C[C@@H]2C(=O)N(CCCN3CCCC3=O)C(=O)[C@@H]2C1	19%
COCCn1c(C)cc(C(=O)CSc2nc3ccc(OC)cc3[nH]2)c1C	-4%
COC(=O)CNC(=O)c1cc(-c2ccc([S+](C)(=O)[O-])cc2)c2cccn2n1	0%[6.33 µM]
Cc1nc2cc(NC(=O)c3ccc(C(C)(C)C)cc3)ccc2o1	48%[activator]

The list continues.
structure	12-LOX inh
CCOc1ccc2c(=O)c(Oc3ccc(OC)cc3)coc2c1	-3%
O=C(c1ccoc1)N1CCN(Cc2ccc(=O)n(CC3CC3)c2)CC1	53%[activator]
CCc1ccc(/C=N/NC(=O)c2cccs2)cc1	3%
O=C(N[C@H]1CCN2C(=O)c3cc(-c4ccsc4)ccc3NC(=O)[C@H]12)c1cccc(F)c1	-2%
COc1ccc(-c2noc(CSc3nnc(-c4ccco4)n3C3CCCCC3)n2)cc1OC	6%
COc1ccc(C(=O)N[C@@H]2CCC[C@@H]2C(=O)N2CCN(c3ncccn3)CC2)cn1	37%[activator]
Cc1ccc(-c2noc([C@@H]3Cc4nc[nH]c4CN3Cc3cccc(C#N)c3)n2)cc1	23%[176 µM]
Cc1nn(-c2ccccc2)c(Oc2cccc(F)c2)c1CCC(=O)NC(C)C	10%
COCCN1CCCCC(CC(=O)Nc2ccc(C)c(F)c2)C1=O (stereo unspecified)	35%[activator]
CC(C)(CNC(=S)NC1CC2CCC1C2)N1CCOCC1 (stereo unspecified)	13%
COc1ccccc1C(=O)NC1CCN(c2cc(-c3ccc(F)cc3)[nH]n2)C1 (stereo unspecified)	67%[activator]
Cc1ccccc1NC(=O)C(C)Sc1ccc(C(F)(F)F)cn1 (stereo unspecified)	49%[activator]

More compounds:
structure	12-LOX inh
COc1ccc(C(=O)N2CC[C@@H](CC(=O)O)[C@@H](CCN3CCN(c4cccc(C(F)(F)F)c4)CC3)C2)cc1	4%
Cn1cc(-c2ccc([S+](C)(=O)[O-])cc2)c2nc(CNc3ccccc3)cn2c1=O	-14%[176 µM]
O=C(CCC1CCN(C(=O)c2ccccc2)CC1)NCc1cccc(C(F)(F)F)c1	8%
CC(OC(=O)c1n[nH]c(=O)c2ccccc12)C(=O)c1ccc2c(c1)CCC2 (stereo unspecified)	-23%
Brc1cccc(-c2noc(Cc3ccccc3)n2)c1	u
COC(=O)c1ccccc1S(=O)(=O)N1CCC(c2cc(-c3cccc(C)c3)n[nH]2)CC1	16%
O=C(c1ccc(Cl)cc1Cl)N(CCS(=O)(=O)N1CCCCC1)Cc1cccnc1	0.5µM*
